IDH1 R132H inh = IDH1 R132H (human) inhibition. O75874. IDH1 R132H reductase, diaphorase/resazurin fluorescence, 60 min. inhibition, % at 10 µM. actives 0.18% (n = 70,000). AID 624101; in the data active means inhibition above about 34%; inconclusive means no clear call, values can overlap the other calls; inactive means below about 11%;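 further: 0% = DMSO and 100% = no enzyme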
PRC2 inh = inhibitors of human EZH2/PRC2 methyltransferase | inhibition, % at 12.5 µM | AID 651548 | actives 0.35% (n = 57,000) | Q15910 | PRC2 H3K27 methylation, DELFIA TRF, 1 h;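 active means mean inhibition of replicates at least 50% and every single replicate also reaching 50%; inconclusive means mean inhibition at least 50% but some replicate falls below 50%; inactive means mean inhibition under 50%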;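 further: dimethyl H3K27 on biotinylated H3 21-44 peptide detected by antibody; plate controls were median neutral control wells for no effect and median positive control wells for full effect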
Target sequence (Q15910 whole entry, looked up): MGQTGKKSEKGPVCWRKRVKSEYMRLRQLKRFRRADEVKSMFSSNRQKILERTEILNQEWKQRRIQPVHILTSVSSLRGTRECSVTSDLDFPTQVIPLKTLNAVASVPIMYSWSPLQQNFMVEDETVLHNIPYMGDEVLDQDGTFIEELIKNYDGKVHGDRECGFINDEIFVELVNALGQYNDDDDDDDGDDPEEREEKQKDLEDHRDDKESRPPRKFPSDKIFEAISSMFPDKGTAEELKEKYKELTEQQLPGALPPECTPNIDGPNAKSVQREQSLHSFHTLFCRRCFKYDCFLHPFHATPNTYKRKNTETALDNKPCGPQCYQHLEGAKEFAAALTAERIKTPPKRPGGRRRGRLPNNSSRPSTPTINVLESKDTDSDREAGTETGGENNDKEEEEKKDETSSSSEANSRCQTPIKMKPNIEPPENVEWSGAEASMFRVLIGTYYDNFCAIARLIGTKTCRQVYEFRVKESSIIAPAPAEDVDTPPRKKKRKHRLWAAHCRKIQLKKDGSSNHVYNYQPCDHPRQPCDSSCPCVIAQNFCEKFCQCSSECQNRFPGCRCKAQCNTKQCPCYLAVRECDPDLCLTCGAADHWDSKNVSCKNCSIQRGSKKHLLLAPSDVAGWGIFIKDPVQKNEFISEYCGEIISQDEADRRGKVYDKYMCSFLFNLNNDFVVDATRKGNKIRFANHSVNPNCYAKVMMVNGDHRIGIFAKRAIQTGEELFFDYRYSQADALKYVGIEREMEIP
An asterisk follows results filed as active; ? = inconclusive; · = not tested or not shown. An excerpt, so the mix of outcomes need not match the whole.

Every second line gives: IDH1 R132H inh | PRC2 inh
CCCNC(=O)N(C)C[C@H]1Oc2ncc(-c3ccc(C(=O)N(C)C)cc3)cc2C(=O)N([C@@H](C)CO)C[C@H]1C
 : 0.0 | 4.0
COc1ccc(CN(C)C[C@H]2Oc3ccc(NC(=O)Nc4ccc5c(c4)OCO5)cc3C(=O)N([C@@H](C)CO)C[C@H]2C)cc1
 : -0.5 | ·
C[C@@H]1CN([C@H](C)CO)S(=O)(=O)c2ccc(C#CC3CCCC3)cc2O[C@@H]1CN(C)Cc1cncnc1
 : -3.0 | -3.4
Cc1ccc(S(=O)(=O)N(C)C[C@@H]2OCCCC[C@H](C)Oc3ccc(NC(=O)Nc4c(C)noc4C)cc3C(=O)N([C@H](C)CO)C[C@@H]2C)cc1
 : -1.6 | ·
COc1cc(O)c2c(=O)oc3c(O)c(OC)cc(C)c3c2c1
 : -0.8 | ·
Cc1noc(C)c1NC(=O)Nc1ccc2c(c1)CC(=O)N([C@H](C)CO)C[C@@H](C)[C@@H](CN(C)S(=O)(=O)c1cccs1)O2
 : -1.6 | ·
Cc1ccc(S(=O)(=O)NCC[C@@H]2CC[C@H](NC(=O)c3cnccn3)[C@H](CO)O2)cc1
 : 0.0 | 14.6
CNC[C@H]1OCCCC[C@H](C)Oc2ccc(NC(=O)c3ccccc3)cc2C(=O)N([C@H](C)CO)C[C@H]1C
 : 0.2 | -3.2
O=C(CCCCCCC(=O)N/N=C/c1ccccn1)NO
 : 0.1 | 8.0
CC1=C(C(=O)OC(C)C)C(c2ccccc2[N+](=O)[O-])n2ncnc2N1 (stereo not drawn)
 : 0.4 | -13.7
CN(CC(=O)Nc1cccc(Cl)c1)S(=O)(=O)c1ccccc1
 : 0.6 | 2.9
CCCNC(=O)C[C@H]1C[C@H]2c3cc(NC(=O)c4cccnc4)ccc3O[C@H]2[C@H](CO)O1
 : -1.1 | 10.1
C[C@H](CO)N1C[C@H](C)[C@H](CN(C)C(=O)Cc2ccccc2)OCCCC[C@H](C)Oc2ccc(NC(=O)C3CCCCC3)cc2C1=O
 : -0.1 | ·
CCC(=O)Nc1ccc2c(c1)OC[C@H](C)N(Cc1ccccc1C(=O)O)C[C@@H](C)[C@@H](OC)CN(C)C2=O
 : 0.2 | -11.8
C[C@@H]1CN([C@H](C)CO)C(=O)c2cc(NC(=O)Nc3ccccc3)ccc2O[C@@H](C)CCCCO[C@H]1CN(C)C
 : · | -11.6
Cc1c(Cl)cccc1NC(=O)c1ccc(OCC(=O)Nc2ccc(F)cc2)cc1
 : 0.4 | -17.2
O=C(NO)c1cccc(C(=O)N/N=C/c2ccc(O)c(F)c2)c1
 : · | 7.1
C[C@@H]1CN([C@H](C)CO)C(=O)c2cc(NS(=O)(=O)c3ccccc3)ccc2O[C@@H]1CN(C)Cc1ccc(C(=O)Nc2ccccc2N)cc1
 : · | -13.4
C[C@H](CO)N1C[C@H](C)[C@H](CN(C)Cc2ccc(-c3ccccc3)cc2)Oc2c(NC(=O)c3ccc(-c4nccs4)cc3)cccc2C1=O
 : 0.8 | ·
C[C@H]1CN([C@@H](C)CO)C(=O)c2cccc(NC(=O)C3CCOCC3)c2O[C@H]1CN(C)C(=O)NC1CCCCC1
 : 2.6 | -10.1
C[C@H]1CN([C@@H](C)CO)C(=O)c2cccc(NS(=O)(=O)c3ccccc3)c2O[C@@H]1CN(C)Cc1ccccc1
 : 0.0 | 0.3
CC(C)c1nc2cc3sc(C(C)C)nc3cc2s1
 : -1.2 | 13.9
COC(=O)c1ccccc1NC(=O)CN(C1CCCCC1)S(C)(=O)=O
 : 0.1 | -2.3
O=C(N[C@@H]1C=C[C@@H](CC(=O)N2CCOCC2)O[C@H]1CO)c1ccc2c(c1)OCO2
 : -0.1 | 4.3
C[C@@H]1CN([C@H](C)CO)C(=O)c2cc(NS(C)(=O)=O)ccc2O[C@H]1CN(C)Cc1ccccc1
 : 1.7 | -2.2
Cc1ccc(S(=O)(=O)N(C)C[C@@H]2Oc3ccc(NS(=O)(=O)c4cn(C)cn4)cc3CC(=O)N([C@@H](C)CO)C[C@H]2C)cc1
 : 0.4 | ·
COc1ccc2ccccc2c1C=C1C(=O)OC2(CCCC2)OC1=O
 : 0.6 | ?
C[C@H]1CN([C@@H](C)CO)S(=O)(=O)c2ccc(C#Cc3ccc(F)cc3)cc2O[C@H]1CN(C)S(C)(=O)=O
 : -1.9 | -23.1
COc1cccc(S(=O)(=O)N[C@@H]2CC[C@@H](CCNC(=O)Cc3ccncc3)O[C@H]2CO)c1
 : -0.3 | -4.8
COc1ccc(CNC(=O)C[C@@H]2C[C@@H]3c4cc(NC(=O)C5CCC5)ccc4O[C@@H]3[C@H](CO)O2)cc1
 : 0.1 | -0.6
O=C(CS(=O)c1ccccc1[N+](=O)[O-])Nc1cccc(C(F)(F)F)c1 (stereo not drawn)
 : 6.5 | ·
O=C(/C=C/c1ccc(O)cc1)OC[C@]12O[C@H]1[C@@H](O)[C@@H]1C=CO[C@@H](O[C@@H]3O[C@H](CO)[C@@H](O)[C@H](O)[C@H]3O)[C@@H]12
 : -0.5 | ·
C[C@H]1CN([C@@H](C)CO)C(=O)c2cc(NS(=O)(=O)c3cn(C)cn3)ccc2O[C@@H]1CN(C)Cc1ccccc1
 : 2.6 | -2.8
Cc1ccc(S(=O)(=O)N[C@@H]2CC[C@H](CCn3cc(C4CCCCC4)nn3)O[C@H]2CO)cc1
 : -0.3 | -4.2
CC(C)NC(=O)N(C)C[C@@H]1Oc2ccc(NC(=O)Nc3ccc(F)cc3)cc2CC(=O)N([C@@H](C)CO)C[C@@H]1C
 : 0.1 | 2.8
CC(C)c1cn(CC[C@H]2CC[C@@H](NS(=O)(=O)c3ccc(Cl)cc3)[C@@H](CO)O2)nn1
 : 0.2 | 1.6
Cc1noc(C)c1NC(=O)N(C)C[C@@H]1Oc2ccc(NC(=O)Nc3ccc(F)cc3)cc2CC(=O)N([C@@H](C)CO)C[C@H]1C
 : -1.1 | ·
O=C(N[C@@H]1CC[C@H](CCn2cc(-c3ccccn3)nn2)O[C@@H]1CO)c1ccncc1
 : -0.1 | 1.3
O=C(O)CC(Cc1ccc(Cl)cc1)C(=O)Nc1ccccc1I (stereo not drawn)
 : 0.3 | -9.5
CO[C@H]1CN(C)C(=O)c2cc(NC(=O)c3ccc(F)cc3)ccc2OC[C@@H](C)N(C(=O)CN(C)C)C[C@H]1C
 : 0.1 | -2.2

Random excerpt: 5 records from the list
Every second line gives: IDH1 R132H inh | PRC2 inh
Cc1noc(C)c1NC(=O)N(C)C[C@@H]1Oc2ccc(NC(=O)Nc3ccc(F)cc3)cc2CC(=O)N([C@@H](C)CO)C[C@H]1C
 : -1.1 | ·
COc1cccc(S(=O)(=O)N[C@@H]2CC[C@@H](CCNC(=O)Cc3ccncc3)O[C@H]2CO)c1
 : -0.3 | -4.8
CC(C)NC(=O)N(C)C[C@@H]1Oc2ccc(NC(=O)Nc3ccc(F)cc3)cc2CC(=O)N([C@@H](C)CO)C[C@@H]1C
 : 0.1 | 2.8
COc1ccc(CNC(=O)C[C@@H]2C[C@@H]3c4cc(NC(=O)C5CCC5)ccc4O[C@@H]3[C@H](CO)O2)cc1
 : 0.1 | -0.6
CC(C)c1nc2cc3sc(C(C)C)nc3cc2s1
 : -1.2 | 13.9

Going on with the list.
| structure | IDH1 R132H inh | PRC2 inh |
| --- | --- | --- |
| CNC[C@H]1OCc2cn(nn2)CCCC(=O)N([C@H](C)CO)C[C@H]1C | -0.7 | -3.2 |
| O=C(COc1ccccc1[N+](=O)[O-])Nc1ccc(N2CCN(C(=O)c3ccco3)CC2)cc1 | 0.2 | 9.6 |
| COc1cccc(C(=O)Nc2ccc3c(c2)OC[C@@H](C)N(C)C[C@H](C)[C@@H](OC)CN(C)C3=O)c1 | -0.2 | 13.0 |
| C[C@@H]1CN([C@H](C)CO)C(=O)c2cccc(NC(=O)Nc3ccc(F)cc3)c2O[C@H]1CN(C)C(=O)Nc1ccc(F)cc1 | 1.6 | · |
| C[C@H](CO)N1C[C@H](C)[C@H](CN(C)S(=O)(=O)c2cn(C)cn2)Oc2cc(C#Cc3cccc(F)c3)ccc2S1(=O)=O | 2.5 | -24.6 |
| O=C(C[C@H]1CC[C@@H](NC(=O)c2ccc3c(c2)OCO3)[C@@H](CO)O1)NC1Cc2ccccc2C1 | 0.0 | 15.8 |
| CCC(Oc1cccc(NC(=O)c2ccccc2[N+](=O)[O-])c1)C(=O)c1ccccc1 (stereo not drawn) | -0.4 | -4.1 |
| CCCNC(=O)Nc1ccc2c(c1)C(=O)N(C)C[C@H](OC)[C@@H](C)CN(C(=O)C1CCCCC1)[C@H](C)CO2 | -0.1 | -3.8 |
| COc1ccc(S(=O)(=O)N(C)C[C@@H]2Oc3c(NC(=O)Nc4cccc5ccccc45)cccc3C(=O)N([C@H](C)CO)C[C@H]2C)cc1 | 2.1 | · |
| C[C@@H]1CCCCO[C@@H](CN(C)Cc2ccncc2)[C@@H](C)CN([C@@H](C)CO)C(=O)c2cc(N(C)C)ccc2O1 | 1.5 | -4.8 |
| Cc1[nH]c2ccccc2c1C(=O)CSc1nnc(N)s1 | 0.5 | -7.6 |
| O=C(C[C@@H]1C=C[C@H](NC(=O)Nc2ccc(F)cc2)[C@@H](CO)O1)NCc1ccccn1 | -0.2 | 3.5 |
| CO[C@H]1CN(C)C(=O)c2ccc(NC(=O)C3CC3)cc2OC[C@H](C)N(CC2CC2)C[C@H]1C | 0.4 | 13.9 |
| CO[C@@H](CN(C)CC1CCOCC1)[C@@H](C)CN(C(=O)Nc1ccc(F)cc1)[C@@H](C)CO | 0.3 | 16.9 |
| C[C@H]1CN([C@@H](C)CO)C(=O)c2cccc(NS(=O)(=O)c3ccccc3)c2O[C@H]1CN(C)C(=O)Nc1cccc2ccccc12 | -0.1 | 4.3 |
| CCC(=O)N(C)C[C@H]1Oc2cc(C#CC3(O)CCCC3)ccc2S(=O)(=O)N([C@H](C)CO)C[C@H]1C | -0.2 | · |
| CNC[C@@H]1Oc2ncc(C3=CCCC3)cc2C(=O)N([C@H](C)CO)C[C@@H]1C | 0.2 | -8.2 |
| COc1ccc(S(=O)(=O)Nc2ccc3c(c2)OC[C@@H](C)N(C(=O)NC(C)C)C[C@@H](C)[C@H](OC)CN(C)C3=O)cc1 | -0.7 | 6.2 |
| Cc1ccc(-c2cc(C(F)(F)F)n3nc(C(=O)NCc4ccco4)cc3n2)cc1 | 0.4 | -4.8 |
| COC(=O)N(C)C[C@H]1OCc2cn(nn2)CCCC(=O)N([C@H](C)CO)C[C@@H]1C | 0.9 | · |
| C[C@@H]1CN([C@@H](C)CO)C(=O)c2cccc(NC(=O)c3ccncc3)c2O[C@@H]1CN(C)C | · | -3.9 |
| Cc1ccc(-c2cnc3c(c2)C(=O)N([C@H](C)CO)C[C@@H](C)[C@H](CN(C)S(C)(=O)=O)O3)cc1 | -16.7 | 3.8 |
| C[C@H]1CN([C@@H](C)CO)C(=O)c2cc(C#Cc3ccccc3F)cnc2O[C@@H]1CN(C)S(=O)(=O)c1ccccc1 | -4.6 | 3.1 |
| COc1ccc(-c2cnc3c(c2)C(=O)N([C@H](C)CO)C[C@@H](C)[C@H](CN(C)Cc2cccnc2)O3)cc1 | -0.3 | · |
| C[C@@H]1CN([C@@H](C)CO)C(=O)CCCn2nncc2CO[C@H]1CN(C)Cc1ccc(C(=O)O)cc1 | -1.7 | · |
| C[C@@H]1CN([C@@H](C)CO)C(=O)Cc2cc(NC(=O)Nc3ccc(C(F)(F)F)cc3)ccc2O[C@@H]1CN(C)C(=O)Nc1ccc(C(F)(F)F)cc1 | 3.0 | · |
| C[C@H]1CN([C@@H](C)CO)C(=O)CCCn2cc(nn2)CO[C@H]1CN(C)Cc1ccc2cccnc2c1 | 0.6 | 2.7 |
| C[C@@H]1CN([C@H](C)CO)S(=O)(=O)c2ccc(C#CC3CC3)cc2O[C@@H]1CN(C)C | -0.8 | -5.6 |
| O=C(C[C@@H]1CC[C@H](NC(=O)c2ccccc2)[C@H](CO)O1)NCCc1ccncc1 | 0.4 | -3.8 |
| Cn1c(SCC(=O)c2ccc(Br)cc2)nnc1-c1cccc([N+](=O)[O-])c1 | 0.1 | 5.2 |
| Cc1noc(C)c1S(=O)(=O)Nc1ccc2c(c1)C(=O)N([C@@H](C)CO)C[C@H](C)[C@@H](CN(C)CC1CCCCC1)OCCCC[C@@H](C)O2 | -0.8 | · |
| C[C@@H]1CN([C@@H](C)CO)C(=O)c2cc(NC(=O)CCN3CCOCC3)ccc2O[C@@H]1CN(C)C(=O)Nc1ccc(C(F)(F)F)cc1 | 0.3 | · |
| C[C@@H]1CN([C@@H](C)CO)C(=O)c2cc(C#CC3CCCCC3)cnc2O[C@H]1CN(C)Cc1cccnc1 | -0.3 | -13.9 |
| CCCN(C)C[C@H]1Oc2cc(C3=CCCC3)ccc2S(=O)(=O)N([C@H](C)CO)C[C@H]1C | -1.0 | -16.8 |
| Cc1ccc(S(=O)(=O)N(C)CC(=O)Nc2ccccc2-c2ccccc2)cc1 | 0.1 | · |
| C[C@@H]1CCCCO[C@H](CN(C)S(=O)(=O)c2ccccc2)[C@@H](C)CN([C@@H](C)CO)C(=O)c2cc(NC(=O)Nc3ccccc3)ccc2O1 | 2.1 | · |
| CC(C)NC(=O)Nc1ccc2c(c1)C(=O)N([C@H](C)CO)C[C@@H](C)[C@@H](CN(C)C(=O)Nc1ccc(C(F)(F)F)cc1)O2 | 0.0 | -3.6 |
| CC(=O)N(C)C[C@H]1Oc2cc(C#Cc3ccccc3F)ccc2S(=O)(=O)N([C@H](C)CO)C[C@H]1C | -0.3 | -10.6 |
| C[C@H]1CN([C@@H](C)CO)C(=O)c2cccc(NC(=O)c3ccncc3)c2O[C@H]1CN(C)C(=O)Nc1cccc2ccccc12 | 3.0 | -1.2 |

Assay outcomes: PubChem, Broad Institute
